KinaseGlo FLuc = Counterscreen for Luciferase (Kinase-Glo TM) Inhibition | Luciferin 4-monooxygenase (Photuris pensylvanica), Q27757 | Kinase-Glo luciferase, ATP luminescence, 8 min | Potency, µM (series often up to 38.3 µM), for the others: at the top dose activity change, negative = inhibition, actives largely listed as inhibitors | 200,000 compounds, 0.28% hits; also: potency is read from the fitted curve at half-maximal effect; % is scaled to controls: 0 for no effect and ±100 for the full control effect; nearly all actives have a fitted effect of over 60% in size
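Recombinant Kinase-Glo luciferase, 10 uM ATP (linear range), luciferin; imidazole pH 7.2 / KCl / MgCl2 / Tween / BSA buffer; 8 min RT; luminescence.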
IMPase Li cell = qHTS Assay for Identifying the Cell-Membrane Permeable IMPase Inhibitors: Potentiation with Lithium | CHO-M1 cells, IP1 TR-FRET (IP-One), carbachol + lithium | Potency, µM (series often up to 59.4 µM), for inactives: at the highest dose activity, negative = IMPase inhibition, usual class: inhibitors | 210,000 compounds, 0.35% hits | AID 1457, 2008;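 also: IP1 builds up when IMPase is blocked and the TR-FRET signal falls; potency is read from the fitted curve at half-maximal effect; plate controls were basal vehicle for no effect and high inhibitor control for full effect; nearly all actives have a fitted effect of over 50% in size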
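Test compounds were applied to CHO-M1 cells previously cultured for 16–30 h at 2000 per well. A small lithium amount accompanied them; after 30 min at 37C, IP1 was quantified by TR-FRET.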
L3MBTL1 inh = qHTS Assay for the Inhibitors of L3MBTL1; Lethal(3)malignant brain tumor-like protein 1 (Homo sapiens), Q9Y468; AlphaScreen L3MBTL1–H3K9me1 peptide binding; Potency, µM (highest dose often 57.1 µM), without a hit: top-dose activity, negative = inhibition, usual class: inhibitors; 230,000 compounds, 0.66% hits; also: potency is read from the fitted curve at half-maximal effect; % is scaled to controls: 0 for no effect and ±100 for the full control effect; nearly all actives have a fitted effect of over 60% in size
Target sequence (Q9Y468 whole entry, looked up): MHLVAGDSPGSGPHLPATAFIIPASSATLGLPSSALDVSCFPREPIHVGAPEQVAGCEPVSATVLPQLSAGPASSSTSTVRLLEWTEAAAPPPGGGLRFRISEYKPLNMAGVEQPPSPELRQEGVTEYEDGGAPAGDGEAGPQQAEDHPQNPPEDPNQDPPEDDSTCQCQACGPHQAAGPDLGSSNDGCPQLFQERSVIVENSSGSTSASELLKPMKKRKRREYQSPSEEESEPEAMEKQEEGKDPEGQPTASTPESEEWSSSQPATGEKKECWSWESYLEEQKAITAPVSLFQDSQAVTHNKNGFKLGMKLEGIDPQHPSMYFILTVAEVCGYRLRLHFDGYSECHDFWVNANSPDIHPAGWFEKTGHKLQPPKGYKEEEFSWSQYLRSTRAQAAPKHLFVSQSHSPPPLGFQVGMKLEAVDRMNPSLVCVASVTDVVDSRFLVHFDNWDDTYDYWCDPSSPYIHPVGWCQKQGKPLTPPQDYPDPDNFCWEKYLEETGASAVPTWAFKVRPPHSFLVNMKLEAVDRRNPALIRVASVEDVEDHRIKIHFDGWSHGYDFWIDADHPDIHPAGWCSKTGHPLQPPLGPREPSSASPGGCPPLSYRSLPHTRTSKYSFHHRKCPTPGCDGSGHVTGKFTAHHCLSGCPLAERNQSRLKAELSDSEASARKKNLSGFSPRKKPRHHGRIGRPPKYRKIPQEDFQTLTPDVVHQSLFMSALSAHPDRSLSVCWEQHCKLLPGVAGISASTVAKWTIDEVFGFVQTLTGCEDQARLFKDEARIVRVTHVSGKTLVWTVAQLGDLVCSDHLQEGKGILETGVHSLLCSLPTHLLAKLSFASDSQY
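AlphaScreen assay: L3MBTL1 (50 nM final) was preincubated 30 min at room temperature with biotinylated H3(1-15)K9me1 peptide (75 nM final), then 30 min with library compounds; streptavidin donor and nickel chelate acceptor beads (10 ug/mL final) added, 30 min dark.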
CBFb RUNX1 block = qHTS Assay for Compounds Blocking the Interaction Between CBF-beta and RUNX1 for the Treatment of Acute Myeloid Leukemia; 230,000 tested, under 10 active; AlphaScreen CBFb-His/RUNX1-biotin binding, biochemical; Runt-related transcription factor 1 (Homo sapiens) + Core-binding factor subunit beta …; AID 1477, 2009; Potency, µM (titrated, usually from 59.8 µM), inactives show at the highest dose activity, negative = inhibition, actives largely listed as inhibitors; also: % of control where 0% means no effect
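AlphaScreen binding: CBFb-His and RUNX1-biotin (30 nM each) preincubated 20 min, compound added for 15 min, then nickel and streptavidin beads for 90 min, all at room temperature. Disruption of the interaction by any mechanism counts as activity.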
NPSR antag = qHTS Assay for Antagonists of the Neuropeptide S Receptor: cAMP Signal Transduction; Q6W5P4; CHO-NPSR cells, cAMP TR-FRET, antagonist mode; Potency, µM (doses to about 38.3 µM), without a hit: at the highest dose activity change, negative = inhibition, actives largely listed as inhibitors; 220,000 compounds, 1% hits; also: potency is read from the fitted curve at half-maximal effect; % is scaled to controls: 0 for no effect and ±100 for the full control effect; nearly all actives have a fitted effect of over 50% in size; many of its hits are not listed in these tables
Epigenetic reg = Quantitative High-Throughput Screen for Regulators of Epigenetic Control; 280,000 compounds, 0.2% hits; Potency, µM (highest dose often 53.9 µM), without a hit: top-dose GFP activation, most hits filed as activators; murine LDR cells, GFP reporter derepression, 30 h; also: potency is read from the fitted curve at half-maximal effect; % of control where 0% means no effect; nearly all actives have a fitted effect of over 60% in size
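GFP-positive cell count by laser-scanning cytometry (objects 20–120 um) after 30 h, 37 C compound exposure of murine LDR cells; reporter is CMV-GFP integrated at a silenced locus, inducible by HDAC or DNMT inhibitors.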
HTT aggregate = qHTS Multiplex Assay to Identify Dual Action Probes in a Cell Model of Huntington: Aggregate Formation (GFP); AID 1688, 2009; 220,000 compounds, 1.1% hits; Potency, µM (series often up to 46.1 µM), for inactives: top-dose activity change, negative = inhibition, usual class: inhibitors; PC12 HttQ103-GFP aggregates, Acumen cytometry, 40 h; also: potency is read from the fitted curve at half-maximal effect; % is scaled to controls: 0 for no effect and ±100 for the full control effect; nearly all actives have a fitted effect of over 60% in size
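Aggregate formation scored by laser-scanning cytometer (488 excitation, 500–530 emission) in lysed PC12 cells expressing Q103-GFP after 100 nM tebufenozide induction; library tested in dose series, with ATPLite reagent added in the multiplex.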
Active calls of the source: *; ? = inconclusive; nt = no result given; & = joins results of further samples; [ ] = dose if it differs, or a comment. Calls follow the shape of the dose curve; as a rule, active = well fitted curve in the direction sought with a large enough effect; inconclusive = small, poorly fitted or top-dose-only effect, or another doubt; inactive = no such curve, though single readings can be large; an effect the other way counts as inactive or inconclusive.

Below each SMILES – NPSR antag | HTT aggregate | CBFb RUNX1 block | IMPase Li cell | Epigenetic reg | L3MBTL1 inh | KinaseGlo FLuc
Cc1ccc(S(=O)(=O)N2CCC(=O)N(C(COC(=O)Nc3ccccc3)Cc3ccccc3)CC2)cc1 (stereo unspecified)
    -9.7% | 3.9% | 3.9% | -2.3%&10.6% | 0.0%[40.7 µM] | 2.1% | -2.4%[39.9 µM]
Cc1nnc(SCC(=O)NCCN2C(=O)CSC2=O)n1-c1ccccc1
    7.4% | 8.6% | 0.8% | -5.7% | -0.3% | 0.9% | 1.4%
Cc1ccc(C)c(OCC(=O)NCC(C)C)c1C
    14.9% | 6.0% | 3.2% | 0.7% | 1.1% | 8.7% | -2.4%
Oc1c(N=Nc2ccccn2)ccc2ccccc12
    ? | 3.16µM* | nt | 22.1%[38.3 µM] | 10µM* | 11.2µM* | 11.2µM*
O=C(NC1CCN(Cc2ccccc2)CC1)C1COc2ccccc2O1 (stereo unspecified)
    -9.7%[46.1 µM] | 5.7% | -1.4% | 35.3%[activator][38.3 µM] | -1.0% | nt | -4.6%
CCOc1ccc(NC(=O)c2cnc3scc(C)n3c2=O)cc1
    -13.2%[46.1 µM] | 0.1% | 7.4% | 6.8%[38.3 µM] | 0.0% | -3.2% | -9.1%
O=C(c1cnc2sccn2c1=O)N1CCN(c2ccccc2Cl)CC1
    5.2% | 14.0%[9.22 µM] | 15.6% | nt | 1.1% | nt | nt
C=CCSc1nnc(NC(=O)c2ccc(NC(C)=O)cc2)s1
    10.0% | -6.9%[9.22 µM] | 11.2% | nt | 1.1% | 8.6% | nt
COc1ccc(NC(=O)c2c(C(F)(F)F)nn(C)c2SCc2ccccc2)cc1
    -5.9%[46.1 µM] | -8.3% | 2.7% | 11.8%[38.3 µM] | 1.0% | -0.6% | -4.1%
COc1ccccc1NC(=O)c1ccc(COc2ccc3c(c2)CCC3)cc1
    5.7% | -2.7% | 7.7% | 2.9% | -1.0% | 9.0% | 4.0%
COc1ccccc1N1CCN(C(=O)C(=O)N/N=C/c2cccc(O)c2)CC1
    -10.9%[46.1 µM] | nt | 0.7% | nt | -1.1% | -5.1% | nt
O=C1/C(=C/c2cccnc2)SC(=S)N1c1ccccc1
    17.4% | 1.1% | 0.7% | 9.8% | 0.0% | -1.3% | 1.4%
COc1ccc(-c2cc(C(=O)N(C)Cc3ccccc3)no2)cc1OC
    -20.0%[46.1 µM] | 17.6% | 10.2% | -6.9%[38.3 µM] | 2.5% | -5.4% | -4.6%
CC(C)(C)C(=O)NC(=S)Nc1ccccc1C(N)=O
    19.1% | -6.1% | 1.5% | -5.5% | 0.0% | -8.6% | -1.0%
CCOc1cccc(NC(=O)C(Cc2cccs2)c2nn[nH]n2)c1 (stereo unspecified)
    9.1%[46.1 µM] | 24.0% | -0.5% | -9.7%[38.3 µM] | 4.1% | 4.7% | 1.1%
Cc1ccc(-c2onc3ccc(Cl)cc23)cc1
    13.4% | -25.4% | 11.9% | 8.4% | -0.9% | 9.8% | 0.7%
COc1ccccc1NC(=O)Nc1cccc(C(=O)O)c1
    17.1% | 3.7% | 6.1% | -0.1% | -1.4% | nt | -6.0%
COc1ccc(-n2nc3c(c2NC(=O)C2CCCC2)CS(=O)C3)cc1 (stereo unspecified)
    -2.6%[46.1 µM] | -6.2% | 3.4% | 8.5%[38.3 µM] | 0.7% | -0.1% | -0.1%
CN(CC(=O)O)S(=O)(=O)c1cc(Cl)ccc1Cl
    -23.7%[46.1 µM] | 16.5% | 7.9% | 91.4%[activator][38.3 µM] | -1.0% | 33.7%[activator] | -11.5%
COC(=O)c1ccc(Cn2nc(C)c(Br)c2C)cc1
    -10.9%[46.1 µM] | -9.4% | 2.1% | 29.3%[38.3 µM] | -1.0% | nt | -2.6%
CS(=O)(=O)c1ccc(CNC(=O)[C@@H]2C[C@H]2[C@@H](NP(=O)(c2ccccc2)c2ccccc2)c2ccccc2)cc1
    nt | nt | 1.1% | 4.3% | 0.4% | nt | -1.0%
COC(=O)[C@H](Cc1ccccc1)NC(=O)NCCc1ccc(F)cc1
    9.3% | 11.3%[9.22 µM] | -3.4% | nt | 0.1% | 1.1% | nt
NC(=O)c1nn(-c2ccc(Cl)cc2Cl)c(=O)cc1O
    5.6% | 21.9% | 2.4% | -2.2% | 1.5% | 3.6% | 2.4%
CC(C)CC(=O)N1CCC(N2CCN(c3ccccc3)CC2)CC1
    -7.4%[46.1 µM] | 23.6% | 2.3% | 11.3%[38.3 µM] | 2.6% | 2.2% | -1.5%
CCOC(=O)CNC(=O)C12CC3CC(CC(C3)C1)C2
    7.1% | 9.7% | -1.2% | -0.3% | 0.0% | -0.3% | 0.4%
COc1ccc(C2=NN(C(=O)CSc3nnc(C)n3C)C(c3ccco3)C2)cc1 (stereo unspecified)
    -5.2% | 8.9% | 15.3% | 10.4% | -2.7% | 15.4% | -4.4%
N=c1n(-c2ccccc2)c(O)cc(=O)n1-c1ccccc1
    -11.1%[46.1 µM] | 18.3% | -2.2% | -13.7%[38.3 µM] | -1.3% | 2.0% | -4.0%
COc1ccc(-c2cc(C(F)F)n3ncc(C(=O)N4CCCCC4)c3n2)cc1
    -28.4%[46.1 µM] | -14.3% | 21.3% | -12.5%[38.3 µM] | -1.1% | 17.2% | -2.5%
CCCC(=O)Nc1ccc(C(=O)N/N=C/c2ccc([N+](=O)[O-])o2)cc1
    -19.0% | ? | -12.3% | 9.0% | -0.9% | 3.4% | 2.8%
COc1ccc(C(=O)NC(=S)NC2CCSC2=O)cc1 (stereo unspecified)
    9.9% | 14.8% | 1.7% | -3.1% | 0.0% | -2.0% | -0.6%
CCOc1ccc2c(c1)nc(SCC(=O)c1ccc(Br)s1)n2C
    -16.1%[46.1 µM] | -11.7% | -6.3% | ? | 1.1% | -4.0% | -2.3%
O=C(Nc1ccccc1)C1=C[C@@H](C2CC2)C[C@@H](OCCCCO)O1
    6.4% | 2.1%[9.22 µM] | 13.8% | -3.4% | -3.0% | 1.0% | nt
O=C1CCC(C(=O)OC(C(=O)c2c[nH]c3ccccc23)c2ccccc2)=NN1 (stereo unspecified)
    8.7% | 3.6% | -8.1% | -6.1% | -1.1% | 4.1% | 0.6%
O=c1c2c3c(sc2nc(NCCO)n1Cc1ccco1)CCCCC3
    -24.9% | 14.6% | -12.3% | 0.7% | -1.1% | -8.1% | -1.1%
N#CCCn1cc(CNCc2ccccc2)c(-c2cccc([N+](=O)[O-])c2)n1
    -16.1% | 15.7% | 2.7% | 1.3% | -1.2% | -5.3% | -4.7%
CCn1ncc(C2=NOC(C(=O)NCC(C)C)C2)c1C (stereo unspecified)
    11.9%[46.1 µM] | 8.0% | 1.7% | 16.7%[38.3 µM] | -2.7% | nt | -1.5%
CCCOc1ccccc1NC(=O)Nc1ccccc1Cl
    -1.0% | 3.7% | 8.5% | 6.0% | -0.2% | 11.5% | 3.0%
O=C(CSc1nc2c(sc3ccccc32)c(=O)n1CCO)NCc1ccco1
    -9.2%[46.1 µM] | -5.6% | -3.7% | ? | 0.0% | -13.4% | -1.7%
C(=N\c1nc2ccccc2[nH]1)/c1cccs1
    1.6%[46.1 µM] | -7.3% | -2.9% | -13.4%[38.3 µM] | -1.1% | 2.8% | ?
Cc1ccc(N2CCN(C(=O)N3CCOCC3)CC2)c(C)c1
    -0.9% | 17.4% | 4.1% | 3.7% | -0.1% | -17.9% | -1.7%
COc1cccc(/C=N/NC(=O)CSc2ccccc2C)c1O
    1.7% | -7.2% | -19.9% | 1.0% | -1.0% | 13.1% | 0.1%
Cc1cccc(N2C(=O)c3cccc4c(N5CCCCC5)c([N+](=O)[O-])cc(c34)C2=O)c1C
    -18.3% | 8.3% | -0.2% | 3.3% | 1.3% | -16.3% | -4.4%
O=C1OC(COc2ccc(Br)cc2)CN1c1ccccc1 (stereo unspecified)
    2.1% | -13.1%[9.22 µM] | 3.5% | nt | -1.0% | nt | nt
CC(C)=CC[N+]1(C)CCCCC1
    -13.2% | 6.8% | -3.8% | 35.2%[activator] | 0.0% | -7.0% | 0.7%
Cc1csc(SCC(=O)NC(=O)NC(C)(C)C)n1
    18.7% | -11.0% | -0.7% | -2.8% | 0.0% | nt | -3.0%
NNc1nc2c(Cl)cccc2s1
    -11.7% | -24.7% | 7.4% | 23.3% | -1.3% | -22.3% | -22.0%
CCOC(=O)N1CCC(c2nc3ccccc3[nH]2)CC1
    -7.2%[46.1 µM] | -5.6%[9.22 µM] | 6.3% | 25.3%[38.3 µM] | -0.3% | nt | 6.9%
O=c1nc(N2CCOCC2)nc2n1CCO2
    4.7%[46.1 µM] | 4.6% | 5.7% | 3.2%[38.3 µM] | -0.2% | 2.3% | -5.0%
O=S(=O)(Nc1cccc(-c2nnco2)c1)c1ccc(F)cc1F
    -14.2% | -14.2%[9.22 µM] | 5.1% | nt | 1.1% | 6.8% | nt
O=C1CC(Nc2ccc(N3CCOCC3)cc2)C(=O)N1Cc1ccccc1 (stereo unspecified)
    -5.4% | 6.9% | ? | 16.0% | -1.0% | 8.9%[11.4 µM] | -0.2%
Cc1c(C)n(CC(O)CN2CCOCC2)c2ccccc12 (stereo unspecified)
    -5.8%[46.1 µM] | 4.4% | -3.1% | -17.2%[38.3 µM] | -5.8% | -4.9% | 3.7%
Nn1c(Cc2cccc3ccccc23)nnc1SCc1ccccc1
    -14.3% | -5.7% | -2.2% | 2.6% | -5.1% | -5.1% | 1.0%
CCCOC(=O)c1ccc(NC(=O)CCOc2ccccc2)cc1
    -20.6%[46.1 µM] | -3.1% | 7.7% | 26.7%[38.3 µM] | 0.0% | nt | 2.2%
O=C(Nc1cccc(-c2cn3c(n2)SCC3)c1)c1ccc2c(c1)OCO2
    -20.3% | 10.0% | -19.2% | -1.8% | 0.1% | -10.6% | -2.9%
O=C(Nc1c2c(nc3ccccc13)CCCC2)c1cccc([N+](=O)[O-])c1
    -3.7% | 0.6% | -17.5% | 2.6% | -2.2% | 3.3% | -0.8%
COc1ccccc1CNC(=O)CN(C)CC(=O)Nc1cccc(F)c1
    12.6%[7.67 µM] | -0.1% | -0.3% | -2.1%[38.3 µM] | 0.0% | 5.5% | -3.8%

The list is partial; rates above refer to the full screens.
